Source: PubChem BioAssay (several laboratories)
CRFBP-R2 agonist – agonists of human CRF-binding protein/CRF-R2 receptor complex; HEK293 CRF-R2/CRF-BP, calcium dye fluorescence (FLIPR); percent of saturating CRF peptide response; activation, % at 13.2 µM; 350,000 tested, 0.46% active;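 active = activation of at least 50%, plus an integration ratio under a set limit after plate pattern correction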;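 also: plate controls were neutral control wells without compound for no effect and CRF at EC100 for full effect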
CHRM4 PAM – positive allosteric modulators of human muscarinic M4 receptor. activation, % at 3 µM. 360,000 tested, 0.4% active. CHO-K1 hM4/Gqi5, Fluo-8 calcium fluorescence, ACh EC20; 0% = ACh EC20, 100% = maximal ACh;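 active = activation above its plate's cutoff, the mean activation of sample wells plus 3 SD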; also: some results filed as inactive read as strong as hits
Target sequence (P08173 whole entry, looked up): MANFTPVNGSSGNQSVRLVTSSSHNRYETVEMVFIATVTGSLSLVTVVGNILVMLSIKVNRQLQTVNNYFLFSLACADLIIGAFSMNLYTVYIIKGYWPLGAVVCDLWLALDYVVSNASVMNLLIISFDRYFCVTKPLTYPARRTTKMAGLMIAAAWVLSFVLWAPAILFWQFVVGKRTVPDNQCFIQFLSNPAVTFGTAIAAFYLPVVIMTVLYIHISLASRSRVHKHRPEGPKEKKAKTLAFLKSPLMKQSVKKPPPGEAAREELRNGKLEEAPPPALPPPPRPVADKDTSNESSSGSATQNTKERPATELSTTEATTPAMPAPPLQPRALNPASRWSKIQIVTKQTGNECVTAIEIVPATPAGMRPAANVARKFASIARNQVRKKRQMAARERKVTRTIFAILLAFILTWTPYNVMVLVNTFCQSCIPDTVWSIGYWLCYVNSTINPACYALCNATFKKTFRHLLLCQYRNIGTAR
M5 PAM – positive allosteric modulators of human muscarinic M5 receptor; P08912; activation, % at 3 µM; CHO-K1 hM5, Fluo-8 calcium, ACh EC20 PAM; 0% = ACh EC20, 100% = ACh EC100; 360,000 tested, 0.3% active;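 active = activation above the run cutoff, the mean activation of all test compounds plus 3 SD, cut at about 18% in these data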
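System: CHO-K1 hM5 cells. Reagent: acetylcholine, EC20 level. Compound dosing: single dose, 3 µM nominal final test concentration. Timing: Post-acetylcholine fluorescence recording 140 s. Detection: Fluo-8 calcium fluorescence. Read-out: % activation, ACh-normalized. Benchmarks: ACh EC20 and EC100 wells. Repeats: singlicate, one well per test compound.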
CHRM1 antagonist – human CHRM1 antagonism. P11229. CHO-K1 hM1, Fluo-8 calcium fluorescence, ACh EC80 antagonist. inhibition, % at 3 µM. 360,000 tested, 1.3% active. AID 588852;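 active = percent inhibition above its own plate's cutoff, namely the mean of that plate's compound wells plus 3 SD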;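 also: peak over basal fluorescence ratio during 140 s after agonist addition; 0% = ACh EC80 plus DMSO and 100% = DMSO alone without agonist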
Target sequence (P11229 whole entry, looked up): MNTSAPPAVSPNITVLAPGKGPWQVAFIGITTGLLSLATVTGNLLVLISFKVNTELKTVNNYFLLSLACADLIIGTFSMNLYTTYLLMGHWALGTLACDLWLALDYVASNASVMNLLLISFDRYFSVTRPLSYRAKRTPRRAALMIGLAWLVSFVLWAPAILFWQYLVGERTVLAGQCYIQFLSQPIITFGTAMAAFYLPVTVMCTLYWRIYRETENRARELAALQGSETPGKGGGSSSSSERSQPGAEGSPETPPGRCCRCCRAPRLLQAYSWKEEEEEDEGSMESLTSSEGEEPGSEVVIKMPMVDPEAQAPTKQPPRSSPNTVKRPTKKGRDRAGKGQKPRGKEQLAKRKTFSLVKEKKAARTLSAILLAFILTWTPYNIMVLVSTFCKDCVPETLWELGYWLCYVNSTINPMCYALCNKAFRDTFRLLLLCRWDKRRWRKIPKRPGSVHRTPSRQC
M4 ag – CHRM4 agonism in calcium assay; CHO-K1 hM4/Gqi5, Fluo-8 calcium fluorescence; vehicle 0%, full acetylcholine response 100%; activation, % at 3 µM; 360,000 tested, 0.14% active; AID 624127;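 active = activation above the run mean over all test wells plus 3 SD, cut at about 32% in these data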;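 also: peak over basal fluorescence ratio per well then scaled between controls; 0% = DMSO wells and 100% = acetylcholine at EC100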
CHRM4 antagonist – blocks acetylcholine activation of human M4 receptor; CHO-hM4 cells, ACh EC80, Fluo-8 calcium fluorescence; 360,000 tested, 0.73% active; AID 624125; inhibition, % at 3 µM;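 active = inhibition above its plate's cutoff, the mean inhibition of sample wells plus 3 SD, cut at about 27% in these data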;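 also: 0% = acetylcholine EC80 with DMSO and 100% = DMSO without agonist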
CHRM5 agonist – CHRM5 agonism in calcium assay; CHO-K1 hM5 cells, Fluo-8 calcium fluorescence; 0% DMSO wells, 100% maximal acetylcholine response; activation, % at 3 µM; 360,000 tested, 0.19% active; P08912;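 active = activation above the run's mean over test compounds plus 3 SD, cut at about 23% in these data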;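 also: signal is peak over basal fluorescence ratio across the kinetic read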
CHRM5 antagonist – antagonists of human muscarinic M5 receptor (CHRM5); P08912; CHO-hM5 cells, Fluo-8 calcium fluorescence, ACh EC80; inhibition, % at 3 µM; 360,000 tested, 0.59% active;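 active = inhibition above a per-plate cutoff, the mean of that plate's test compounds plus 3 SD, cut at about 27% in these data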;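 also: 0% = acetylcholine EC80 with DMSO and 100% = DMSO without agonist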
M1 PAM – potentiates human M1 receptor response to acetylcholine; P11229; CHO-K1 hM1, Fluo-8 calcium fluorescence, ACh EC20; 0% = ACh EC20, 100% = maximal ACh; activation, % at 3 µM; 360,000 tested, 0.088% active; AID 588819; in the data active = activation above about 19%, passing the limit was not always enough
The depositor's hits bear a star. Compounds as they come. About 2.8% of those tested had a hit in this group.

For CCOC(=O)Nc1ccc(S(=O)(=O)N2CCC(C)CC2)cc1 the results were CRFBP-R2 agonist 0.2, CHRM4 PAM -9, M5 PAM -5, CHRM1 antagonist 6, M4 ag 0, CHRM4 antagonist 8, CHRM5 agonist -2, CHRM5 antagonist 7 and M1 PAM 0.
For CN(C)S(=O)(=O)N1CCC(Oc2cccc(C(=O)N3CCCCCC3)c2)CC1 the results were CRFBP-R2 agonist -0.5, CHRM4 PAM 9, M5 PAM -1, CHRM1 antagonist -18, M4 ag 6, CHRM4 antagonist -4, CHRM5 agonist 0, CHRM5 antagonist 1 and M1 PAM 14.
Screening COc1nc(-c2ccccc2)nc(C)c1CC(=O)O returned CRFBP-R2 agonist -1.4, CHRM4 PAM 6, M5 PAM 3, CHRM1 antagonist 2, M4 ag 2, CHRM4 antagonist -12, CHRM5 agonist 3, CHRM5 antagonist 1 and M1 PAM 3.
For O=C(O)CCCCCNC(=O)c1cccc(Br)c1 the results were CRFBP-R2 agonist -1.2, CHRM4 PAM -3, M5 PAM 7, CHRM1 antagonist -6, M4 ag 0, CHRM4 antagonist 4, CHRM5 agonist -1, CHRM5 antagonist -8 and M1 PAM 9.
`C/C(=N\NC(=O)c1ccc(Cl)cc1)c1ccc(Br)s1` gave CRFBP-R2 agonist -0.1, CHRM4 PAM 7, M5 PAM -13, CHRM1 antagonist 1, M4 ag 0, CHRM4 antagonist -9, CHRM5 agonist -2, CHRM5 antagonist 8 and M1 PAM 4.
`CC1(C)Cc2c(C#N)c(OCC(=O)c3ccc(Cl)cc3)nc(-c3ccoc3)c2CO1` gave CRFBP-R2 agonist -0.7, CHRM4 PAM 10, M5 PAM -1, CHRM1 antagonist -5, M4 ag 0, CHRM4 antagonist -9, CHRM5 agonist 3, CHRM5 antagonist 10 and M1 PAM 11.
`CCOc1ccc2nc(N(CCCN(C)C)C(=O)c3ccc4c(c3)CCCC4)sc2c1` gave CRFBP-R2 agonist 11, CHRM4 PAM -7, M5 PAM 4, CHRM1 antagonist -3, M4 ag 16, CHRM4 antagonist 6, CHRM5 agonist -4, CHRM5 antagonist -2 and M1 PAM 11.
Screening COc1ccc(NC(=O)CN(C)S(=O)(=O)c2cccc3cccnc23)cc1 returned CRFBP-R2 agonist -1.2, CHRM4 PAM 0, M5 PAM -10, CHRM1 antagonist -18, M4 ag 4, CHRM4 antagonist -13, CHRM5 agonist 1, CHRM5 antagonist 7 and M1 PAM 10.
Screening CCCNC(=O)c1nc(C)n(-c2cc(Cl)cc(Cl)c2)n1 returned CRFBP-R2 agonist -2.6, CHRM4 PAM -3, M5 PAM -12, CHRM1 antagonist 17, M4 ag 10, CHRM4 antagonist 11, CHRM5 agonist 4, CHRM5 antagonist 15 and M1 PAM -15.
Screening Cc1nc(N)sc1-c1csc(Nc2ccc(Cl)cn2)n1 returned CRFBP-R2 agonist 0.6, CHRM4 PAM -4, M5 PAM -5, CHRM1 antagonist 8, M4 ag 1, CHRM4 antagonist 7, CHRM5 agonist -1, CHRM5 antagonist 6 and M1 PAM -5.
For COc1ccc(NC(=O)COc2ccccc2C(N)=O)cc1S(=O)(=O)N1CCCCC1 the results were CRFBP-R2 agonist -1.6, CHRM4 PAM 5, M5 PAM -3, CHRM1 antagonist -17, M4 ag 0, CHRM4 antagonist -14, CHRM5 agonist 1, CHRM5 antagonist 7 and M1 PAM 14.
Screening C/C(CC(=O)Nc1ccc(Cl)cc1C(F)(F)F)=N\NC(N)=S returned CRFBP-R2 agonist -1.3, CHRM4 PAM 0, M5 PAM -9, CHRM1 antagonist -2, M4 ag 2, CHRM4 antagonist 4, CHRM5 agonist -3, CHRM5 antagonist 11 and M1 PAM 3.
Screening CC(=O)Nc1cccc(NC(=O)CSc2nc3ccccc3o2)c1 returned CRFBP-R2 agonist -0.8, CHRM4 PAM 9, M5 PAM 1, CHRM1 antagonist 5, M4 ag 6, CHRM4 antagonist 7, CHRM5 agonist 0, CHRM5 antagonist 2 and M1 PAM -6.
For Cc1ccc2nc(-c3ccc(N4C(=O)CC(N5CCN(CCO)CC5)C4=O)cc3)sc2c1 (stereo not drawn) the results were CRFBP-R2 agonist 0.0, CHRM4 PAM -2, M5 PAM -4, CHRM1 antagonist 5, M4 ag 3, CHRM4 antagonist 0, CHRM5 agonist -4, CHRM5 antagonist 1 and M1 PAM 4.
Screening O=S(=O)(NC1CCCCC1)c1ccc(Br)s1 returned CRFBP-R2 agonist -0.5, CHRM4 PAM 0, M5 PAM -5, CHRM1 antagonist -11, M4 ag 0, CHRM4 antagonist -4, CHRM5 agonist -7, CHRM5 antagonist 17 and M1 PAM 9.
`CC(OC(=O)Cn1[nH]c(=O)c2ccccc2c1=O)C(=O)Nc1ccc(Cl)cn1` (stereo not drawn) gave CRFBP-R2 agonist -0.6, CHRM4 PAM 2, M5 PAM -9, CHRM1 antagonist 2, M4 ag 1, CHRM4 antagonist -5, CHRM5 agonist 1, CHRM5 antagonist 13 and M1 PAM -2.
Screening O=C(CSc1nc(=O)n(CCCN2CCOCC2)c2c1CCCC2)Nc1ccccc1Cl returned CRFBP-R2 agonist -0.2, CHRM4 PAM -5, M5 PAM -4, CHRM1 antagonist -15, M4 ag 1, CHRM4 antagonist -11, CHRM5 agonist -3, CHRM5 antagonist 10 and M1 PAM 6.
Screening O=C(CNC1CC1)Nc1cc(C(F)(F)F)ccc1Cl returned CRFBP-R2 agonist -0.9, CHRM4 PAM 16, M5 PAM 6, CHRM1 antagonist -5, M4 ag -1, CHRM4 antagonist 10, CHRM5 agonist -5, CHRM5 antagonist 1 and M1 PAM 8.
CCN1/C(=C\c2ccc3ccccc3[n+]2CC)Sc2cc(C)ccc21 was read as CRFBP-R2 agonist 200*, CHRM4 PAM -12, M5 PAM -17, CHRM1 antagonist 59*, M4 ag 8, CHRM4 antagonist 34*, CHRM5 agonist 22, CHRM5 antagonist 48* and M1 PAM -22.
COc1ccc(C(=O)OCC(=O)NC2CCCCCC2)cc1OC was read as CRFBP-R2 agonist 0.1, CHRM4 PAM 16, M5 PAM 5, CHRM1 antagonist 0, M4 ag 2, CHRM4 antagonist 1, CHRM5 agonist 1, CHRM5 antagonist 4 and M1 PAM 14.
Screening Cc1cccc(OCc2nnc(SCc3cc(=O)[nH]c4ccccc34)n2-c2ccccc2)c1 returned CRFBP-R2 agonist -0.3, CHRM4 PAM 0, M5 PAM -5, CHRM1 antagonist -2, M4 ag 4, CHRM4 antagonist 7, CHRM5 agonist 2, CHRM5 antagonist 0 and M1 PAM 9.
Screening COc1ccccc1-c1ncn(Cc2cccc(-c3ccccc3)c2)c1CC(C)C returned CHRM4 PAM -7, M5 PAM -7, M4 ag 3, CHRM4 antagonist -2, CHRM5 agonist 1 and CHRM5 antagonist 14.
For COc1cc(C(=O)N2CCC(C(N)=O)CC2)ccc1OCc1c(C)noc1C the results were CRFBP-R2 agonist 0.2, CHRM4 PAM 3, M5 PAM -6, CHRM1 antagonist -15, M4 ag 0, CHRM4 antagonist -5, CHRM5 agonist -3, CHRM5 antagonist 12 and M1 PAM 9.
`O=C(NCCc1cccc(Cl)c1)c1ccc(Cl)c([N+](=O)[O-])c1` gave CRFBP-R2 agonist -2.3, CHRM4 PAM 0, M5 PAM -15, CHRM1 antagonist -2, M4 ag 1, CHRM4 antagonist -9, CHRM5 agonist -3, CHRM5 antagonist 13 and M1 PAM -12.
For C=CCn1c(SCC(N)=O)nnc1-c1cccc(Br)c1 the results were CRFBP-R2 agonist 2.3, CHRM4 PAM 0, M5 PAM -1, CHRM1 antagonist -3, M4 ag 2, CHRM4 antagonist -11, CHRM5 agonist -3, CHRM5 antagonist 10 and M1 PAM 12.
CC(C)OC(=O)c1ccc(COc2ccc3ccc(=O)oc3c2)o1 was read as CRFBP-R2 agonist 0.7, CHRM4 PAM -5, M5 PAM -6, CHRM1 antagonist -4, M4 ag 2, CHRM4 antagonist 4, CHRM5 agonist -8, CHRM5 antagonist 13 and M1 PAM -7.
`Nc1ccccc1-c1ccc(Cl)cc1` gave CRFBP-R2 agonist -4.3, CHRM4 PAM 12, M5 PAM 10, CHRM1 antagonist -19, M4 ag -2, CHRM4 antagonist -17, CHRM5 agonist -9, CHRM5 antagonist 7 and M1 PAM 4.
For CC(=O)Nc1ccc(NC(=O)C2(C)Cc3c(-c4ccc(NC(C)=O)cc4)ccnc3O2)cc1 (stereo not drawn) the results were CHRM4 PAM 6, M5 PAM -7, CHRM1 antagonist -8, M4 ag 2, CHRM4 antagonist -4, CHRM5 agonist 2, CHRM5 antagonist -1 and M1 PAM 7.
CCOC(=O)C1CCN(C(=O)c2ccccc2N(C)S(=O)(=O)c2ccccc2)CC1 was read as CRFBP-R2 agonist -4.6, CHRM4 PAM 0, M5 PAM 0, CHRM1 antagonist 0, M4 ag 1, CHRM4 antagonist 2, CHRM5 agonist -6, CHRM5 antagonist -8 and M1 PAM 4.
O=C(NCc1ccccc1)C(c1ccc(F)cc1)N(Cc1cccs1)C(=O)c1cnccn1 (stereo not drawn) was read as CRFBP-R2 agonist -1.2, CHRM4 PAM -1, M5 PAM -10, CHRM1 antagonist 11, M4 ag 13, CHRM4 antagonist 2, CHRM5 agonist 5, CHRM5 antagonist 5 and M1 PAM -6.
`Cc1nnc(SCc2ccc3c(c2)OCO3)s1` gave CRFBP-R2 agonist 0.3, CHRM4 PAM -21, M5 PAM -14, CHRM1 antagonist 19, M4 ag 0, CHRM4 antagonist 24, CHRM5 agonist -8, CHRM5 antagonist 19 and M1 PAM -20.
`C=CCNC(=O)C(=O)NCC1CCCN1CC` (stereo not drawn) gave CRFBP-R2 agonist 0.3, CHRM4 PAM 5, M5 PAM 10, CHRM1 antagonist 9, M4 ag 1, CHRM4 antagonist -6, CHRM5 agonist -1, CHRM5 antagonist 2 and M1 PAM 6.
Screening O=C(c1ccc(-c2ccccc2)cc1)N1CCC(C(=O)N2CCCC2)CC1 returned CRFBP-R2 agonist -0.6, CHRM4 PAM -1, M5 PAM -5, CHRM1 antagonist 0, M4 ag -1, CHRM4 antagonist 2, CHRM5 agonist -2, CHRM5 antagonist 12 and M1 PAM 3.
For O=C(c1ccccc1)c1ccc(OC(=O)N2CCOCC2)cc1 the results were CRFBP-R2 agonist -1.2, CHRM4 PAM 2, M5 PAM -2, CHRM1 antagonist -3, M4 ag 0, CHRM4 antagonist 5, CHRM5 agonist -1, CHRM5 antagonist 4 and M1 PAM 7.
Cc1cccc(NC(=O)CN(c2ccc(C(C)C)cc2)S(=O)(=O)c2c(C)nn(C)c2C)n1 was read as CRFBP-R2 agonist 0.9, CHRM4 PAM -2, M5 PAM -6, CHRM1 antagonist -1, M4 ag 4, CHRM4 antagonist -11, CHRM5 agonist -3, CHRM5 antagonist 3 and M1 PAM 1.
COc1ccc(-c2ccc(SC)nn2)cc1 was read as CRFBP-R2 agonist 0.1, CHRM4 PAM 12, M5 PAM 3, CHRM1 antagonist 12, M4 ag 1, CHRM4 antagonist -11, CHRM5 agonist -4, CHRM5 antagonist -1 and M1 PAM 2.
